# Source: PubChem BioAssay
# MBNL1-CUG inh = qHTS Assay for Inhibitors of MBNL1-poly(CUG) RNA binding; Muscleblind-like protein 1 (Homo sapiens), Q9NR56; AID 2675, 2010; TR-FRET MBNL1-His/biotin-(CUG)12 binding, 665/545 ratio; Potency, µM (series often up to 57.5 µM), for inactives: at the highest dose activity change, negative = inhibition, actives largely listed as inhibitors; 280,000 compounds, 0.036% hits; active = well fitted inhibition curve with a large enough effect in the signal ratio, with a control signal flat, not every such curve was filed as active; inconclusive = small, poorly fitted or top-dose-only effect, or effect the other way, or a change in a side signal; inactive = no such curve, though single readings can be large or run the other way; the % refers to the signal ratio; note: % is set by controls: 0 for no effect and ±100 for the full control effect
# Target sequence (Q9NR56 whole entry, looked up): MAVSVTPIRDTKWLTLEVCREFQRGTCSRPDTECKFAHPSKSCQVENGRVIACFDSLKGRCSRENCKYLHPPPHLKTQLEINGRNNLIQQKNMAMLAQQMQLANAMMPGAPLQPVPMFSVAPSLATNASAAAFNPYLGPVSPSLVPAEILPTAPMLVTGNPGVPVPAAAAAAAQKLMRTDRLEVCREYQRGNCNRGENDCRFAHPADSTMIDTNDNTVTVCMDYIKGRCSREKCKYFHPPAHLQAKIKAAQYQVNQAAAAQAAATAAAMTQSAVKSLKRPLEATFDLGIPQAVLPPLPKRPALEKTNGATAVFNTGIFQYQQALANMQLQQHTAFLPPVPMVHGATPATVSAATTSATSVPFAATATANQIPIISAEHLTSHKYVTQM
#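 Compound titration spanned 92 nM–58 uM against the MBNL1-His/biotin-(CUG)12 complex. After 60 min at room temperature with 5 nM streptavidin-XL665 and 0.055 ng/ul terbium anti-His, ratiometric 665/545 nm emission (Ex 340 nm) normalized to controls.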
# ELG1 genotox = qHTS screen for small molecules that induce genotoxicity in human embryonic kidney (HEK293T) cells expressing luciferase-tagged ELG1; HEK293T ELG1-luciferase reporter, luminescence, 16 h; Potency, µM (top dose mostly 46 µM), without a hit: at the top dose activity change, positive = activation, hits mostly activators; 330,000 compounds, 1.3% hits; note: % of control where 0% means no effect; nearly all actives have a fitted effect of over 60% in size
#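 ELG1-luciferase HEK293T cells, 2,000/well; compound pinned in; 16 hr, 37 °C, 5% CO2; ONE-Glo, 30 min RT; luminescence on CCD imager.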
# VP16 counter = VP16 counterscreen qHTS for inhibitors of ROR gamma transcriptional activity; Drosophila S2 Gal4-VP16 UAS-luciferase, luminescence, 20 h; Potency, µM (highest dose often 53.6 µM), inactives show at the highest dose activity, negative = inhibition, actives largely listed as inhibitors; 310,000 compounds, 3.5% hits; AID 2546, 2010;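 note: Gal4-VP16 expression switched on by copper sulfate through the metallothionein promoter; % is set by controls: 0 for no effect and ±100 for the full control effect; nearly all actives have a fitted effect of over 50% in size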
# BRCA1 expr act = qHTS Assay to Identify Small Molecule Activators of BRCA1 Expression | AID 624202, 2012 | MCF7-BRCA1-FFLuc reporter, luminescence, 48 h; response scale: scaled: vehicle 0%, 10 µM genistein 100% | Potency, µM (top dose mostly 46.1 µM), for the others: at the highest dose activation, actives largely listed as activators | 380,000 compounds, 1.1% hits; note: nearly all actives have a fitted effect of over 80% in size; some results filed as inactive show a strong effect at the top dose
#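 Luminescence from a BRCA1-driven firefly luciferase in MCF7 cells was read after 48 h compound exposure at 37 C. Data normalized against DMSO and a 10microM genistein activation control, then curve-fitted across the titration.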
# FLuc modulator = qHTS profiling assay for firefly luciferase inhibitor/activator using purifed enzyme and Km concentrations of substrates (counterscreen for miR-21 project). purified FLuc, Km substrates, luminescence inhibition. 360,000 compounds, 6.9% hits. AID 588342, 2011. Potency, µM (top dose mostly 57.5 µM), for the others: top-dose activity change, negative = inhibition, most hits filed as inhibitors. Luciferin 4-monooxygenase (Photinus pyralis), P08659;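 note: plate controls were vehicle for no effect and reference inhibitor for full effect; nearly all actives have a fitted effect of over 55% in size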
#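 Biochemical qHTS of compounds, final roughly 60 µM downward over six points, against 10 nM purified firefly luciferase using Km concentrations of substrates (10 uM D-luciferin, 10 uM ATP) in Tris acetate pH 7.5 buffer; luminescence output.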
# RORgamma inh = qHTS for inhibitors of ROR gamma transcriptional activity; Nuclear receptor ROR-gamma (Mus musculus), P51450; Potency, µM (doses to about 53.6 µM), for inactives: top-dose activity change, negative = inhibition, actives largely listed as inhibitors; Drosophila S2 Gal4-RORgamma UAS-luciferase reporter, 20 h; 310,000 compounds, 5.4% hits; AID 2551, 2010; note: % is set by controls: 0 for no effect and ±100 for the full control effect; nearly all actives have a fitted effect of over 60% in size
# Target sequence (P51450 whole entry, looked up, the tested form may be a part): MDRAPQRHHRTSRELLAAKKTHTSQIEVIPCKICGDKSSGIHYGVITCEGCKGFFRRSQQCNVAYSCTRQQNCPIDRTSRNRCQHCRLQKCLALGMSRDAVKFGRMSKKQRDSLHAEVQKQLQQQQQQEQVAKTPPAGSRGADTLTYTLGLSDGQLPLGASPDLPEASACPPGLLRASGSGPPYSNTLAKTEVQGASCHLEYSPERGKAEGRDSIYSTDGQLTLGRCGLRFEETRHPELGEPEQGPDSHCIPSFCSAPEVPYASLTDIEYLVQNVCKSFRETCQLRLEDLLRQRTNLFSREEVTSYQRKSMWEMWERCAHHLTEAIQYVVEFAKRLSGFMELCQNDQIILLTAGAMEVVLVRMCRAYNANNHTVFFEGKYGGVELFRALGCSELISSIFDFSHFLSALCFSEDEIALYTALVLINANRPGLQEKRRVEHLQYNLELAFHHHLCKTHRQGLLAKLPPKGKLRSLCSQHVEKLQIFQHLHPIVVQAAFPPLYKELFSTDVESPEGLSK
#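 Stable Schneider cell line, Gal4 DNA-binding domain fused to ROR gamma, UAS-luciferase. Cmpd 1 hr RT → CuSO4 700 uM final → 20 hr RT → luciferase reagent 10 min → luminescence.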
# NPC1 prom act = qHTS Assay for NPC1 Promoter Activators; Huh7 NPC1 promoter luciferase reporter, 24 h; Potency, µM (titrated, usually from 9.22 µM), for inactives: at the highest dose activation, usual class: activators; 320,000 compounds, 2.4% hits;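 note: % of control where 0% means no effect; nearly all actives have a fitted effect of over 60% in size; reporter is driven by a mutant NPC1 promoter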
#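 Stably transfected Huh7 (NPC1 promoter→luciferase), 1500 cells/well in Opti-MEM + 10% FBS, 2 h settle, then compound 24 h at 37 °C. Luminescence after 10 min with Amplite reagent.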
# Rab9 promoter act = qHTS Assay for Rab9 Promoter Activators; Huh7 Rab9 promoter-luciferase reporter, luminescence, 24 h; Potency, µM (titrated, usually from 9.22 µM), for inactives: at the top dose activation, negative = inhibition, most hits filed as activators; 320,000 compounds, 2.8% hits; AID 485297, 2010; note: % of control where 0% means no effect; nearly all actives have a fitted effect of over 60% in size
#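 Using Huh7 cells stably transfected with Rab9 promoter–luciferase, compounds were incubated 24 h at 37 °C, 5% CO2; luciferase luminescence was read 10 min after reagent addition.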
# p53 reactivator = qHTS assay for re-activators of p53 using a Luc reporter | AID 504706, 2011 | Potency, µM (series often up to 92.2 µM), without a hit: at the top dose activity change, positive = activation, most hits filed as activators | H1299 p53-A138V BP100-luciferase reporter, luminescence, 24 h | 320,000 compounds, 0.063% hits; note: % of control where 0% means no effect; nearly all actives have a fitted effect of over 45% in size
#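 p53-null H1299 cells stably carrying temperature-sensitive p53-A138V and a BP100-luciferase reporter were pinned with compounds (4-point, 1:5 series) and held 24 hrs at 37 deg C. Luminescence was read 10 min after detection reagent.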
# uPA surface inh = qHTS for Inhibitors of Cell Surface uPA Generation; cell surface uPA generation assay, qHTS; Potency, µM (doses to about 38.3 µM), for the others: at the highest dose activity change, negative = inhibition, most hits filed as inhibitors; 330,000 compounds, 0.31% hits; active = well fitted inhibition curve with a large enough effect; inconclusive = small, poorly fitted or top-dose-only effect; inactive = no such curve, though single readings can be large or run the other way; tested in mouse RAW 264.7 cells; note: % is set by controls: 0 for no effect and ±100 for the full control effect; nearly all actives have a fitted effect of over 55% in size
# * marks the source's active call; other numbers are inactive results; u = inconclusive; x = not tested or not shown; [ ] = another dose, or the depositor's remark. Unless noted, calls come from the whole dose curve; as a rule, active = well fitted curve in the direction sought with a large enough effect; inconclusive = small, poorly fitted or top-dose-only effect, or another doubt; inactive = no such curve, though single readings can be large; an effect the other way counts as inactive or inconclusive. Potency is the fitted concentration of half-maximal effect.
SMILES,MBNL1-CUG inh,ELG1 genotox,VP16 counter,BRCA1 expr act,FLuc modulator,RORgamma inh,NPC1 prom act,Rab9 promoter act,p53 reactivator,uPA surface inh
COc1cc(-c2cc(=O)c3c(O)c(OC)c(OC)c(O)c3o2)ccc1O,u,11%,-9%,-20%,-24%,-25%,0%,-4%,-3%,-19%
CCOc1ccc(NC(=O)CN(C)C(=O)c2cc(C)nc3ccccc23)cc1OCC,x,-2%,x,-7%,0%,x,-3%,-6%,-7%,-18%
COc1ccc(OCC(=O)NCCCCCCNC(=O)COc2ccc(OC)cc2)cc1,-5%,-2%,-1%,3%,2%,8%,-1%,-9%,-2%,-3%
Cc1ccc(S(=O)(=O)N2CCN(c3nc(C(C)C)c4c(c3C#N)CC(C)(C)OC4)CC2)cc1,15%,10%,-7%,-46%,2%,9%,-5%,-1%,-1%,x
N#CCc1nc(-c2cc3ccccc3oc2=O)cs1,x,9%,1%,62%,-3%,u,-6%,22%,-1%,-3%
Cc1ccccc1OCCC(=O)OCC(=O)NC1CC1,x,-2%,x,3%,6%,x,-3%,2%,3%,-2%
Cc1nn(CC(=O)Nc2ccc3c(c2)nc(CCN2CCCCC2)n3C)c(=O)c2ccccc12,-3%,-3%,-11%,-31%,0%,-22%,-1%,4%,-1%,x
COc1ccc(/C(C)=N/N=C(N)N)c(O)c1,-21%,0%,-5%,-7%,7%,-25%,1%,0%,-6%,4%
CCc1ccc(-c2cc(C)no2)cc1S(=O)(=O)Nc1ccccn1,13%,5%,2%,-2%,3%,-2%,-2%,-2%,-3%,-2%
CC(=O)Nc1ccc(NC(=O)COC(=O)c2c3c(nc4ccccc24)CCN(Cc2ccccc2)C3)cc1,26%,-3%,-1%,-25%,8.5µM*,u,7%,6%,2%,-11%
COc1ccc(C(=O)NNC(=O)c2ccccc2[N+](=O)[O-])cc1[N+](=O)[O-],u,0%,-10%,-14%,-16%,2%,0%,-2%,-1%,-10%
O=C(Oc1ccc2c(c1)O/C(=C\c1ccncc1)C2=O)c1ccccc1,13%,5%,-4%,-45%,-12%,-1%,-8%,1%,u,-5%
CCCCCCSC1=C(C#N)C(c2ccc(C)o2)CC(=O)N1 (stereo not given),1%,-1%,18%,3%,2%,13%,-5%,-1%,-5%,2%
Nc1ccccc1N1CCN(C(=O)c2ccccc2)CC1,-10%,3%,-3%,-22%,-1%,1%,-1%,-3%,-3%,1%
CC(C)[C@H]1CN=C2N(CCNC(=O)CCC3CCCCC3)[C@H](Cc3ccc(O)cc3)CN21,u,4%,-6%,-29%,-6%,-27%,6%,0%,-4%,-1%
O=C(O)CCCC(=O)Nc1ccc(C(=O)NCc2cccnc2)cc1,-3%,-1%,9%,0%,6%,1%,0%,1%,-2%,5%
O=C(NC12CC3CC(CC(C3)C1)C2)C1CC(=O)N(c2ccccc2)C1 (stereo not given),u,7%,-2%,-3%,0%,-6%,0%,-4%,-9%,-3%
CCn1c(CC(=O)Nc2ccccc2F)nnc1SCC(=O)NC1CCCC1,0%,5%,-2%,12%,6%,-26%,2%,-4%,0%,1%
CCCCC(=O)NCc1ccc(F)cc1,-25%,1%,-3%,-17%,1%,4%,-3%,2%,3%,1%
CC1CN(c2oc(Cc3cccc4ccccc34)nc2C#N)CC(C)O1 (stereo not given),7%,-5%,1%,-26%,-1%,6%,0%,-6%,-7%,1%
COc1ccc(C(=O)n2cnc(N)n2)cc1,-11%,5%,-2%,15%,-19%,3%,1%,-4%,7%,-2%
COc1ccc(C(=O)COC(=O)c2cc(S(=O)(=O)NCc3ccccc3)ccc2O)cc1,3%,0%,-11%,-1%,u,u,4%,9%,3%,-5%
CC(=O)OC(C)(C)/C=C/C(=O)[C@](C)(O)C1[C@H](O)C[C@@]2(C)C3CC=C4C(C=C(O[C@@H]5O[C@H](CO)[C@@H](O)[C@H](O)[C@H]5O)C(=O)C4(C)C)[C@]3(C)C(=O)C[C@]12C (stereo not given in full),x,8%,x,-77%,x,x,x,x,12%,u
COc1cc(OC)cc(-c2nc3ccccc3c(=O)n2NC(=O)c2cccnc2Cl)c1,x,0%,1%,18%,2%,6%,-3%,-4%,3%,4%
CC(=O)Nc1cccc(Cl)c1C(=O)O,-11%,4%,-11%,-26%,-2%,-20%,-6%,-3%,-2%,5%
COc1ccc(/C=C/C(=O)N2CCN(S(=O)(=O)c3ccccc3Br)CC2)cc1OC,x,-6%,x,0%,x,x,x,x,-11%,1%
Cc1cccc(-c2cc3nc(C)cc(NCCCN(C)C)n3n2)c1,6%,u,x,-15%,-10%,17%[0.365 µM],-1%,1%,-23%,-4%
CCCc1nc(SCC(=O)NC2CCCC2)c2ccccc2n1,29%,-16%,20%,-35%,1%,-16%,-3%,1%,8%,-10%
Cc1cc(/C=N\NC(=O)c2cccs2)c(C)n1-c1ccc2ncccc2c1,19%,u,u,81%,1.3µM*,u,2.8µM*,1.8µM*,17%,-9%
Cc1cc(C)c(NC(=O)C2CCCN(S(=O)(=O)c3c(C)noc3/C=C/N(C)C)C2)c(C)c1 (stereo not given),1%,-4%,5%,-2%,2%,3%,1%,4%,0%,-26%
CCOc1ccc(NC(=O)CN(C)C(=O)c2ccc(N3CCCC3)c([N+](=O)[O-])c2)cc1OCC,x,-9%,x,-25%,7%,x,2%,8%,-1%,-2%
Cc1nonc1C(=O)N/N=C/c1ccc(O)cc1,x,8%,u,0%,6µM*,u,1%,11%,u,5%
COc1ccc(F)cc1C(=O)C1CCCN(Cc2ccc(Sc3nncn3C)o2)C1 (stereo not given),4%,-3%,3%,2%,3%,27%,1%,1%,-4%,6%
Nc1cccc(-n2nnnc2CN2CCOCC2)c1,x,0%,-14%,-13%,2%,3%,0%,1%,-11%,-3%
CCN1CCN(CCC2Oc3cc([N+](=O)[O-])ccc3NC2=O)CC1 (stereo not given),u,-1%,2%,4%,1%,-10%,-4%,-3%,5%,0%
O=C(O)COc1ccc(C(NC(=O)c2c(F)cccc2F)NC(=O)c2c(F)cccc2F)cc1,-11%,0%,-5%,8%,-2%,17%,1%,2%,6%,8%
COc1cc(/C=C2\N=C(c3ccccc3)OC2=O)ccc1OCc1c(C)no[n+]1[O-],5%,-1%,-16%,16%,-7%,2%,0%,-6%,-3%,0%
O=C(NCc1ccccc1)c1nc(-c2cccs2)no1,-2%,10%,-5%,101%,u,34%,12%,25%,9%,2%
COCC(=O)Nc1nnc(SCC(=O)N2CCCCC2)s1,-10%,2%,-6%,2%,-2%,18%,-3%,5%,4%,1%
CCSc1nnc(-c2ccccc2NC(C)=O)c(=O)[nH]1,1%,1%,-11%,5%,-1%,-11%,-9%,-5%,2%,3%
COc1ccccc1N1CCN(C2CCN(C(=O)c3ccc(F)cc3)CC2)CC1,-2%,-3%,-4%,-22%,-1%,-11%,-3%,1%,7%,-1%
Cc1c(N(C)C(=O)c2ccccc2F)c(=O)n(-c2ccccc2)n1C,6%,0%,3%,1%,1%,8%,2%,2%,-5%,2%
Cc1ccccc1C1CC(=O)NC2=C1C(=O)CCC2 (stereo not given),-5%,-2%,-8%,-7%,-1%,16%,0%,4%,-3%,8%
CSCC[C@H](NC(=O)OC(C)(C)C)c1nnc(SCC(=O)Nc2ccc(C)cc2C)o1,3%,-3%,-2%,-14%,3%,15%,-6%,3%,-1%,-2%
COc1ccccc1N1CCN(c2ccc([N+](=O)[O-])nc2)CC1,u,-4%,-10%,12%,-10%,0%,-1%,-2%,4%,5%
COc1ccc(CNc2nccs2)cc1OC,36%[activator],1%,-10%,2%,10%,-13%,0%,-4%,x,-12%
COc1cccc(CN2CCNC(=O)C2CC(=O)N(C)CCc2ccccn2)c1 (stereo not given),-10%,1%,-8%,8%,1%,-20%,2%,-1%,2%,2%
CCN(CC(=O)Nc1ccc(OC)cc1)C(=O)Cc1cccs1,x,-3%,x,2%,-7%,x,-4%,1%,-2%,1%
CN1CCN(c2nc(Nc3cccc(C(F)(F)F)c3)nc(N3CCOCC3)n2)CC1,-5%,u,-5%,-23%,0%,-33%,-3%,-12%,-1%,x
COc1c(N2CCN(C(=S)NC3CC4CCC3C4)C(C)C2)c(F)cc2c(=O)c(C(=O)O)cn(C3CC3)c12 (stereo not given),11%,-12%,-6%,-2%,-1%,3%,-7%,1%,-1%,-14%
COc1ccccc1NC(=O)C1=C(C)Nc2nnnn2C1c1ccncc1 (stereo not given),23%,0%,4%,-29%,-1%,-11%,-5%,0%,-3%,-1%
